D3 ag: agonists of human D3 dopamine receptor; P35462; D3R DiscoveRx beta-arrestin cells, luminescence, 90 min; 410,000 tested, 0.58% active; max activation, %; in the data active = max activation above about 30%; also: 0% is about no effect; mostly tested at two doses, the higher about 12 µM
Target sequence (P35462 whole entry, looked up): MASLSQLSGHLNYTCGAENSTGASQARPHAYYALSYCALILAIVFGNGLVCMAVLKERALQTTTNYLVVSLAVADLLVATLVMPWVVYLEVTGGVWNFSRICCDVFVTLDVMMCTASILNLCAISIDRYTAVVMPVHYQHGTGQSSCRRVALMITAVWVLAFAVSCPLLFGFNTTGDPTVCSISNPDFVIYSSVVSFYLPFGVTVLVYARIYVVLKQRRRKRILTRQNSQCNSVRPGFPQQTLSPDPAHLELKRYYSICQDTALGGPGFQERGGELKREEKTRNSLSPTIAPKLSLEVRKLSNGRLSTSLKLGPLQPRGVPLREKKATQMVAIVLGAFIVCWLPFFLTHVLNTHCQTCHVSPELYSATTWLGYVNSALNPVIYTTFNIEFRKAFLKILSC
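Agonist mode: compounds and dopamine controls were applied to plated cells for 90 min at 37 degrees C after an overnight attachment at 1500 cells/well. Luminescent read-out followed 30 - 60 minutes at room temperature with DiscoveRx detection reagent.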
KB-3-1 cytotox: kills parental KB-3-1 adenocarcinoma cells. 400,000 tested, 1.4% active. AID 1347075. Potency, µM (highest dose often 46.1 µM), for inactives: at the highest dose activity change, negative = cytotoxic, actives largely listed as cytotoxic. KB-3-1 viability, CellTiter-Glo ATP luminescence, 72 h; also: potency is read from the fitted curve at half-maximal effect; % is scaled to controls: 0 for no effect and ±100 for the full control effect; nearly all actives have a fitted effect of over 60% in size
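Cytotoxicity in the drug-sensitive parental line KB-3-1 was scored as loss of CellTiter-Glo luminescence following 72 h incubation with compound. Values come from curve fitting of normalized concentration-response data.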
SW480 rerep: DNA re-replication induction in SW480 cells | SW480 DNA re-replication, Hoechst DNA content imaging, 48 h | Potency, µM (highest dose often 46.1 µM), for the others: top-dose re-replication activation, usual class: activators | 340,000 tested, 1.8% active | AID 624297; also: potency is read from the fitted curve at half-maximal effect; % of control where 0% means no effect; nearly all actives have a fitted effect of over 55% in size
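Compounds, transferred as 23 nL by pin tool, were incubated with cells for 48 hr; DNA content per nucleus was then quantified by Hoechst staining and fluorescence plate imaging.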
DRD3 antagonist: D3 dopamine receptor (human) antagonism. max response, negative = inhibition, %. D3R cells, DiscoveRx beta-arrestin luminescence, antagonist mode; hits give low values. P35462. 360,000 tested, 2.5% active. AID 652054; in the data active = max response below about -50%; inconclusive = no clear call, values can overlap the other calls; also: % is scaled to controls: 0 for no effect and ±100 for the full control effect; mostly tested at two doses, the higher about 12 µM
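Cells plated overnight at 1500 cells/well, then exposed to library compounds with dopamine controls for 90 minutes at 37 degrees C. DiscoveRx reagent added for 30–60 minutes at room temperature; luminescence read, quantitative HTS format.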
HT1080NT lethal: kills 2HG-producing HT-1080-NT fibrosarcoma cells | HT-1080-NT fibrosarcoma viability, CellTiter-Glo ATP luminescence, 48 h | Potency, µM (highest dose often 46.1 µM), for inactives: at the highest dose activity, negative = less viability, most hits filed as cytotoxic | 360,000 tested, 1.6% active | AID 686970;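 also: NT is the 2HG producing partner of a matched IDH1 knockdown line; potency is read from the fitted curve at half-maximal effect; 0% = DMSO-treated cells and -100% = media-only wells without cells; nearly all actives have a fitted effect of over 55% in size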
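HT-1080-NT fibrosarcoma cells (2HG-overproducing), 750 cells/well in RPMI with 5% FBS, dosed after 2 h and incubated 48 h at 37C. CellTiter-Glo luminescence normalized to DMSO and no-cell wells; concentration-response curves fitted and classed.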
GLP1R ag: activates the human GLP-1 receptor. Potency, µM (series often up to 45.6 µM), without a hit: at the highest dose activation, usual class: activators. 380,000 tested, 0.007% active. P43220. HEK293 GLP-1R CRE-luciferase, luminescence, 4-6 h; cells express a hypersensitive GLP-1R form; also: potency is read from the fitted curve at half-maximal effect; % of control where 0% means no effect
Target sequence (P43220 whole entry, looked up): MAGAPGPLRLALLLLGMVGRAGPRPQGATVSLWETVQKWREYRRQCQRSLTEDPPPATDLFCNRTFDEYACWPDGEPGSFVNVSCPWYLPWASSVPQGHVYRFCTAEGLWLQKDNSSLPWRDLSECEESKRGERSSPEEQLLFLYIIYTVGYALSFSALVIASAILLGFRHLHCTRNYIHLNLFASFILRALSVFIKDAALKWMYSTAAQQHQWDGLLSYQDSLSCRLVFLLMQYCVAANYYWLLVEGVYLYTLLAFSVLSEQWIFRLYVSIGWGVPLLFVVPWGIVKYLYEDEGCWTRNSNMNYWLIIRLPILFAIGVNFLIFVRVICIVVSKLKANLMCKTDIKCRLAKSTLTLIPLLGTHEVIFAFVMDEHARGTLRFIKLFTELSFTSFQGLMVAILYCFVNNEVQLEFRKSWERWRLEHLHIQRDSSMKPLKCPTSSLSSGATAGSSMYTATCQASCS
KB-V1 cytotox: kills drug-selected multidrug resistant KB-V1 cells. KB-V1 MDR cells viability, CellTiter-Glo, 72 h. Potency, µM (series often up to 46.1 µM), for the others: at the highest dose activity change, negative = cytotoxicity, hits mostly cytotoxic. 400,000 tested, 3.4% active; also: potency is read from the fitted curve at half-maximal effect; % is scaled to controls: 0 for no effect and ±100 for the full control effect; nearly all actives have a fitted effect of over 60% in size
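Readout: CellTiter-Glo luminescence, 10 min after addition. Cells: KB-V1 MDR subline, 72 h at 37 degrees C with compound. Analysis: corrected, normalized data fitted to concentration-effect curves.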
HT1080 IDH1KD tx: kills HT-1080 cells with IDH1 knockdown; HT-1080 IDH1 knockdown viability, ATP luminescence, 48 h; Potency, µM (series often up to 46.1 µM), for inactives: at the top dose activity, negative = toxicity, actives largely listed as cytotoxic; 360,000 tested, 2% active;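 also: potency is read from the fitted curve at half-maximal effect; 0% = DMSO wells and -100% = cell-free medium wells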
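Viability of IDH1-knockdown HT-1080 fibrosarcoma cells was assessed by CellTiter-Glo after 48 h at 37 °C with titrated compound; concentration-effect curves were classified by fit quality and response size.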
IL-1B inflam inh: blocks inflammasome-driven IL-1 beta release; THP-1 LPS/ATP IL-1B secretion, AlphaLISA, 16 h; hits give low values; activity change, % at 57.5 µM; AID 743279; 360,000 tested, 4.7% active; in the data active = activity change below about -50%; inconclusive = mostly about -30% to -49%; also: % is scaled to controls: 0 for no effect and ±100 for the full control effect
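Secreted IL-1B measured by AlphaLISA bead assay after 16 h compound exposure of THP-1 cells; compounds (final up to 57.5 uM) added 1 h before LPS (250 ng/mL) and ATP (1.25 mM) stimulation; lower signal means less secretion.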
The depositor's hits bear a star; ? = inconclusive; . = no result given; & = joins results of further samples; [ ] = another dose, or the depositor's remark. Unless noted, calls follow the shape of the dose curve; as a rule, active = well fitted curve in the direction sought with a large enough effect; inconclusive = small, poorly fitted or top-dose-only effect, or another doubt; inactive = no such curve, though single readings can be large; an effect the other way counts as inactive or inconclusive.

SMILES	D3 ag	KB-3-1 cytotox	SW480 rerep	DRD3 antagonist	HT1080NT lethal	GLP1R ag	KB-V1 cytotox	HT1080 IDH1KD tx	IL-1B inflam inh
Cc1ccc(CN2CCN(Cc3nc4c(s3)CCCC4)CC2CCO)cc1 (centres undefined)	-5.7	-1.9%	-6.7%	6.0	-12.8%	13.8%	0.0%	-1.1%	8.1
Cc1onc(-c2ccccc2)c1C(=O)N(C)CCc1ccccn1	2.6	1.8%	-10.1%	2.6	26.0%	10.5%	-1.9%	?	11.8
O=C1/C(=C/c2cccnc2)Oc2cc(OS(=O)(=O)c3ccc(F)cc3)ccc21	-2.3	6.4%	8.6%	14.2	-4.9%	-16.3%	-29.4%	4.3%	-21.5
CCOC(=O)/C(C#N)=N\Nc1cc(Cl)ccc1OC	1.4	2.2%	?	15.7	9.5%	-3.3%	-0.3%	7.1%	2.0
O=C(CN1C(=O)C2CC=CCC2C1=O)OCc1cc(=O)n2cc(Br)ccc2n1 (centres undefined)	0.4	14.9%	-14.4%	2.6	17.6%	-0.6%	18.4%	4.9%	19.4
O=C(Nc1ccc2c(c1)OCCO2)C(=O)c1c[nH]c2ccccc12	-12.9	3.66µM*	4.61µM*	-25.2	7.31µM*	-0.7%	-5.0%	?	?
COC(=O)c1ccc(CSc2nnc3n(Cc4ccccc4OC)c(=O)c4ccccc4n23)o1	-2.7	-1.7%	8.2%	7.4	4.4%	-6.8%	-27.2%	9.1%	-10.7
COC(=O)c1ccccc1S(=O)(=O)Nc1ccc(OC)nc1	0.2	6.3%	-9.4%	31.6	7.6%	-3.9%	19.6%	16.5%	6.2
CC(C)C(=O)Nc1ccc(NC(=O)c2cccs2)cn1	-0.2	9.1%	0.5%	2.2	14.9%	-1.3%	1.9%	6.5%	-18.1
CCNC(=O)C1(C)CCCN(C(=O)Cc2ccc(OC)c(OC)c2)C1 (centres undefined)	2.5	0.0%	.	11.1	18.4%	-6.5%	-0.1%	5.7%	3.5
COc1cc(NC(=O)Cn2c(C)cc3ccccc3c2=O)cc(OC)c1OC	3.8&-3.1	3.7%&-1.6%	-3.0%	3.1	?	8.8%	1.1%&2.0%	?	-0.7
c1ccc(COc2ncnc3c2ncn3CCCNCCN2CCOCC2)cc1	14.0	0.0%	-0.2%	-19.7	5.4%	8.9%	-0.2%	-2.4%	13.8
CC1NC(=O)NC1CCCCCC(=O)NCCc1ccccc1 (centres undefined)	3.4	9.4%	4.8%	-18.7	7.7%	-0.6%	12.1%	-0.6%	-96.0*
COc1ccc(/C=C/C(=O)NC(=S)NN2CCCCC2c2cccnc2)cc1 (centres undefined)	-4.5	?	-5.5%	-2.8	-0.7%	-1.1%	-31.6%	3.0%	-22.6
O=C(Nc1cccc([N+](=O)[O-])c1)c1ccn[nH]1	6.6	2.5%	2.1%	2.5	0.8%	8.8%	-19.8%	7.4%	-2.1
O=S(=O)(NCC1CCCO1)c1ccc(NS(=O)(=O)c2ccc(F)cc2)cc1 (centres undefined)	2.9	-0.6%	-21.1%	4.2	1.1%	4.9%	14.9%	-0.8%	-7.5
COc1cc(CNCCc2ccccc2)ccc1OCc1ccc(Cl)nc1	-13.4	-5.4%	-5.4%	-13.8	-26.8%	2.3%	?	?	-52.1*
O=C1C2C3CC4C5C3C1C5C1(SCCS1)C42 (centres undefined)	8.0	0.0%	.	31.0	0.4%	0.2%	3.1%	-0.7%	14.8
O=C1c2ccccc2C(=O)N1CCCCN(C(=O)c1cc2ccccc2oc1=O)c1ccc(F)cc1F	12.7	1.2%	2.3%	-2.8	-9.9%	5.2%	-7.5%	1.5%	-29.9
COc1ccc2[nH]cc(/C=C(/C#N)S(=O)(=O)c3ccccc3)c2c1	5.4	-3.6%	-1.0%	-50.9*	-6.6%	-1.1%	11.8%	-10.2%	5.2
COC(=O)C1CSc2[nH]c(=O)sc2C1c1ccc(O)c(OC)c1 (centres undefined)	4.5	-4.6%	-25.6%	-4.9	13.5%	-7.0%	20.4%	11.7%	5.4
Clc1cccc(Nc2ncnc3ccc(Br)cc23)c1	-8.7	22.7%	3.4%	-8.3	7.94µM*	-7.7%	?	?	-57.8*
CC(CC(=O)Nc1ccc(F)cc1)S(=O)(=O)c1ccc2c(c1)NC(=O)CO2 (centres undefined)	4.5	2.0%	-0.2%	6.6	1.3%	1.4%	?	-4.0%	14.6
COCCCn1cnnc1SCc1nc2sc(C(C)=O)c(C)c2c(=O)[nH]1	5.2	2.7%	-3.5%	11.1	-0.7%	0.2%	0.0%	-8.4%	12.6
CCOCCCNS(=O)(=O)c1ccc(Br)cc1	2.7	1.4%	-20.4%	-17.6	0.6%	10.5%	1.0%	-0.6%	0.0
Cc1cc(C(=O)Nc2ccc(S(=O)(=O)N3CCOCC3)cc2)ccc1[N+](=O)[O-]	-1.8	-7.8%	-1.6%	1.3	6.2%	13.7%	-12.5%	-0.2%	-14.7
CC1(C)SC(=S)N(/N=C/c2ccccc2)C1N(O)C(=O)Nc1ccc([N+](=O)[O-])cc1 (centres undefined)	1.2	?	9.2%	-56.1*	?	-7.4%	-11.9%	?	?
Cc1ccc(-n2cc(CNCCN3CCOC3=O)c(-c3ccc(F)cc3)n2)cc1	-26.2	-8.8%	-10.7%	-3.1	-20.5%	16.2%	?	-23.2%	-71.4*
O=c1c2ccccc2nc(-c2ccoc2)n1CCc1ccccc1	-10.1	?	8.2%	45.9	-24.8%	-1.6%	11.6µM*	-1.1%[9.24 µM]	-3.7
COCCn1c(SCC(=O)NC2(C#N)CCCCC2)nc2ccccc2c1=O	-3.8	13.3%	87.3%	-9.4	-4.2%	-6.0%	-24.1%	12.4%	0.0
O=C(Nc1cccc(F)c1)N1CC=C(c2ccc(Cl)cc2)CC1	-0.8	-26.9%	-2.2%	-22.6	-13.0%	3.3%	-18.2%	-4.0%	?
CCOC(=O)C(C#N)C(Cc1ccccc1)c1ccco1 (centres undefined)	-2.4	14.5%	-2.9%	-11.2	8.0%	-3.0%	1.3%	17.4%	11.8
Cc1ccc(Sc2ccc(NC(=O)CCl)cc2)cc1C	0.6	?	?	-10.5	-24.3%	-1.1%	?	-27.1%	-79.4*
N=c1sccn1CC(=O)N1N=C(c2ccc(Cl)cc2)CC1c1ccco1 (centres undefined)	-13.8	-19.5%	4.0%	?	32.6µM*	0.4%	?	?	-26.6
Cc1nc(C2CCCCC2)c(-c2ccccc2)c(N2CCOC2=O)c1C	-11.0	?	24.9%	?	?	1.7%	0.0%	-2.2%	-28.0
CCCC(=O)Nc1ccc2c(c1)nc(CCNC(=O)c1ccco1)n2C	3.8	14.5%	-4.5%	-3.3	8.4%	5.2%	10.3%	7.7%	-1.7
C1CC(CN2CCOCC2)CN(Cc2nc(CC3CC3)no2)C1 (centres undefined)	-4.1	3.2%	-0.6%	-5.3	-7.9%	4.7%	-19.7%	-0.9%	7.0
C=C(C)CSc1nc2sc3c(c2c(=O)n1-c1ccccc1)CCN(C)C3	-1.9	-9.2%	3.8%	-20.3	3.8%	11.5%	0.0%	?	-23.6
COc1ccc(CCC(=O)N2CCN(c3ccc([N+](=O)[O-])cc3)CC2)cc1OC	7.0	?	?	16.3	0.4%	19.3%	?	-8.7%	?
O=C(NCCNC(=O)c1cc(OCC(F)(F)F)ccc1OCC(F)(F)F)Nc1ccc(OC(F)(F)F)cc1	1.4	5.0%	0.7%	-6.1	-25.8%	-0.3%	14.4%	-17.9%	65.2
CCOc1cc(CN2CCc3c([nH]c4ccccc34)C2)ccc1OC	-11.3	-6.7%	0.0%	0.0	-15.8%	-0.6%	?	?	-3.6
COc1nc2ccccc2nc1N1CCN(Cc2ccc3c(c2)OCO3)CC1	4.5	-6.0%	17.0%	-114.3*	0.1%	-0.3%	-26.6%	-6.9%	-27.6
CCOC(=O)Cn1c(=O)oc2cc(S(=O)(=O)N3CCN(c4ccccn4)CC3)ccc21	3.4	11.7%	-4.2%	-5.0	6.9%	-1.7%	-8.1%	0.8%	15.9
Cc1ccc(S(=O)(=O)N(CC(=O)Nc2cccnc2)c2ccc(Br)cc2)cc1	-40.0	.	1.2%	0.0	-2.4%	-3.7%	.	-11.1%	-14.5
CC1(C)N=C(N)N=C(N)N1c1ccc(OCC(=O)Nc2ccccc2)c(Cl)c1	-6.2	?	.	-62.0*	0.731µM*	2.9%	?	0.366µM*	-21.2
CC(=O)N1CCc2cc(NC(=O)C3(C)CCN3Cc3ccccc3OC(F)F)ccc21 (centres undefined)	-0.4	?	.	15.2	?	2.7%	?	?	-9.4
CCOC(=O)Cn1cc(Cl)c(=O)c(Cl)c1	-6.7	-5.6%	-1.1%	-11.4	15.2%	-0.5%	0.1%	?	21.2
O=C(CC1CC2CCC1C2)NCc1cccs1 (centres undefined)	0.4	-9.8%	-5.0%	-2.6	6.6%	2.9%	3.9%	16.5%	7.2
CCNC(=O)c1ccccc1SCc1ccccc1	2.5	-2.8%	-9.7%	-2.2	-2.8%	3.2%	-4.5%	11.7%	0.1
COc1ccc(CNC(=O)c2ccc(Br)o2)cc1	-34.6	1.7%	0.5%	-24.6	15.0%	-4.7%	11.9%	10.0%	-0.1

High-throughput results from PubChem.

Hits appear at their usual frequency. Share with any hit: about 12%.
